# hIAP inh – blocks human intestinal alkaline phosphatase; P09923; AID 2544; inhibition, % at 10 µM; purified IAP, CDP-Star luminescence, 30 min; actives 0.12% (n = 330,000);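 active = inhibition reaching a set limit with compound at 10 µM in the primary screen, cut at about 35% in these data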;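 also: plate controls were DMSO wells with enzyme for no effect and no-enzyme buffer wells for full effect; values of inactives mirror those of a sister screen read the other way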
# mIAP inh – mouse IAP inhibition. actives 0.2% (n = 330,000). purified mouse IAP, CDP-Star luminescence, 30 min. inhibition, % at 10 µM. AID 2806;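 active = inhibition of at least 40% at 10 µM in the primary screen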;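 also: plate controls were DMSO with enzyme for no effect and no enzyme wells for full effect; values of inactives mirror those of a sister screen read the other way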
# A3A deaminase – inhibitors of human APOBEC3A DNA deaminase. recombinant A3A, FAM/TAMRA ssDNA deamination fluorescence. inhibition, % at 20 µM. actives 0.41% (n = 330,000). AID 493011;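 active = at least 40% inhibition at 20 µM here, with at most 30% in a related deaminase screen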;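 also: plate controls were A3A with DMSO for no effect and wells lacking A3A enzyme for full effect; some results filed as inactive read as strong as hits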
# Target sequence (P31941 whole entry, looked up): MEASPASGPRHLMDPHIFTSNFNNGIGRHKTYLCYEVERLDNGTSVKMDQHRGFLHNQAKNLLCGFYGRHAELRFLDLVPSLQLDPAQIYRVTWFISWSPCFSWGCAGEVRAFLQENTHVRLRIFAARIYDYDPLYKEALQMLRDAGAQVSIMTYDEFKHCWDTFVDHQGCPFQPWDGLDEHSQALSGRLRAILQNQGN
# NR3A LBD binder – NR3A (human) ligand-binding domain modulation | NR3A LBD differential scanning fluorimetry, Tm shift; 0% = protein alone, 100% = glycine-bound protein | Tm shift relative to glycine control, % at 25 µM | actives 2.5% (n = 340,000) | AID 1259313;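 active = melting temperature shift of at least 10% of the positive control shift, at one fixed dose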
# APOBEC3G inh – inhibitors of human APOBEC3G DNA deaminase. recombinant A3G, ssDNA deamination FAM/TAMRA fluorescence. inhibition, % at 20 µM. actives 0.28% (n = 330,000);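 active = inhibition of at least 40% at 20 µM, with no more than 30% in the related APOBEC3A deaminase screen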;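 also: plate controls were DMSO wells with A3G for no effect and wells lacking A3G enzyme for full effect; some compounds called inactive have numbers as strong as hits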
# Target sequence (Q9HC16 whole entry, looked up): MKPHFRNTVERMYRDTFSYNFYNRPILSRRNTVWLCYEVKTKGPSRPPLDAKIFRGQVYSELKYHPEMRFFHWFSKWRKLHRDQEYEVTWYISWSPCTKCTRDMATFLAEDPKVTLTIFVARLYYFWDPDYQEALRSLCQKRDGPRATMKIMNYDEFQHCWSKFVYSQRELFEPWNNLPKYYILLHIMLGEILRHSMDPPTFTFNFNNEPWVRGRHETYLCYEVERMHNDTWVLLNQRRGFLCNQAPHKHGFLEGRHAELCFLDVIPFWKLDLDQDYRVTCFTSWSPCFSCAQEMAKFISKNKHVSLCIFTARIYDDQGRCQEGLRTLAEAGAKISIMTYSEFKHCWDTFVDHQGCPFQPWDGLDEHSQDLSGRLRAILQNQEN
# beta cell repl – inducers of beta-cell replication in MIN6 cells; MIN6 cells proliferation, ATPlite luminescence, 48 h; cells starved in 0.2% serum; 100% = growth in 10% serum; actives 0.29% (n = 330,000); AID 2380; proliferation, % at 10 µM;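 active = compounds whose signal lies at least 3.5 SD above the mean of all wells on their plate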;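 also: 0% = DMSO-treated cells in low-serum medium and 100% = 10% serum control; some compounds called inactive have numbers as strong as hits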
# MPTP inh – inhibitors of mitochondrial permeability transition pore | isolated mouse mitochondria, Ca2+ swelling absorbance, 30 min | inhibition, % at 10 µM | actives 1.4% (n = 360,000);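 active = inhibition of 50% or more, scaled per plate between neutral and stimulator controls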;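 also: 0% = DMSO wells given calcium and 100% = 1 mM EGTA wells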
# mIAP activ – mouse IAP activation | AID 2805 | activation factor at 10 µM | actives 0.24% (n = 330,000) | muIAP, CDP-Star luminescence, 30 min; hits give high values; 1 = vehicle-only enzyme signal, 0 = enzyme-free wells;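 active = activation factor of at least 2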; also: the source names both 10 and 20 µM as test concentration; values of inactives mirror those of a sister screen read the other way
#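 Assay system: mouse IAP enzyme; Reagent: CDP-Star chemiluminescent phosphatase substrate; Compound: DMSO-dissolved test compounds; Incubation: 30 min, room temperature; Technique: luminescence from enzymatic CDP-Star hydrolysis; Controls: DMSO-only wells and no-enzyme negative control.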
# hIAP act – increases human intestinal alkaline phosphatase activity; AID 2524; actives 0.16% (n = 330,000); purified human IAP, CDP-Star luminescence, 30 min; hits give high values; 1 = vehicle-only enzyme, 0 = enzyme-free background; P09923; activation factor at 10 µM;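 active = activation factor of the enzyme at least 2-fold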; also: the source names both 10 and 20 µM as test concentration; values of inactives mirror those of a sister screen read the other way
# The depositor's hits bear a star; nt = not tested or not shown.
SMILES,hIAP inh,mIAP inh,A3A deaminase,NR3A LBD binder,APOBEC3G inh,beta cell repl,MPTP inh,mIAP activ,hIAP act
Cn1nc(C(F)(F)F)c(/C=N/OC(=O)c2ccccc2)c1Cl,11,-1,1,-1,-1,-1,0.7,1,0.89
Cc1ccc(Cc2cc(C)n[nH]c2=O)cc1,3,-14,0,2,-6,0,1.0,1.1,0.97
Cc1cccc(-c2nsc(SCC(=O)NCc3ccco3)n2)c1,-16,-8,-3,5,-4,-4,1.8,1.1,1.2
CC(C)c1ccc(C2C3=C(CC(C)(C)CC3=O)NC3=C2C(=O)c2ccccc23)cc1 (centres undefined),15,14,10,-18,-6,-5,84*,0.86,0.85
C=CCC[C@@H](Cc1ccc(F)cc1)C(=O)OC[C@@H](NC(=O)[C@@H](CC=C)CC(=O)N[C@H](CO)Cc1ccccc1)C(C)(C)C,-7,-4,4,-1,-5,-5,-0.8,1,1.1
O=C(Nc1ccccc1N1CCN(C(=O)c2ccc(Cl)cc2)CC1)c1cc2ccccc2o1,-16,1,-1,4,-3,-5,2.3,0.99,1.2
CCC(=O)N(Cc1ccc(S(N)(=O)=O)cc1)C1CC(=O)N(c2ccc(OC)cc2)C1=O (centres undefined),3,0,-1,-4,-4,0,1.3,1,0.97
CC(C)[C@H](NC(=O)C1CC(=O)N(c2ccc3c(c2)OCCO3)C1)C(=O)NC1CCCC1 (some centres undefined),-2,11,-1,-3,-6,0,-0.5,0.89,1
COCCCNC(=O)c1ccc(Cn2c(=O)c3ccccc3n(Cc3ccccc3C#N)c2=O)cc1,0,-6,0,-1,1,-1,0.2,1.1,1
CN(Cc1cccs1)C(=O)CCc1c[nH]c2ccccc12,-15,-9,-2,-1,-4,-1,1.5,1.1,1.1
C=CCn1c(O)c(C2=c3ccccc3=NC2=O)sc1=Nc1ccc(O)cc1,6,13,-2,-1,-12,-6,4.9,0.87,0.94
CCN(c1ccccc1)S(=O)(=O)c1cc(NC(=O)C2CC2)ccc1Cl,8,-7,-1,3,-7,-3,-0.2,1.1,0.92
COc1ccc(CCNC(=O)c2cc(S(=O)(=O)N3CCOCC3)ccc2F)cc1,-7,3,-2,-1,-2,-4,0.6,0.97,1.1
O=c1[nH]cnc(O)c1C(c1ccc(F)cc1)c1c(O)nc[nH]c1=O,-11,0,-4,1,3,-2,0.1,1,1.1
Cc1occc1-c1nnc(SCC(=O)Nc2ccc(F)cc2)n1Cc1ccccc1,4,-13,-1,1,-5,-2,1.0,1.1,0.96
Cc1c(Br)c([N+](=O)[O-])nn1CC(=O)N1CCN(Cc2ccccc2)CC1,-5,-1,1,-2,2,0,-0.7,1,1.1
O=C1CCC(C(=O)N2CCC(O)(c3ccccc3)CC2)CN1CCc1ccccc1 (centres undefined),14,6,-1,3,-4,-3,0.2,0.94,0.86
N#CC1=C(N)N(c2ccccc2)C(=O)C1,-11,-8,-10,2,-9,0,-3.7,1.1,1.1
COc1ccc(CSc2nnc(N)s2)cc1F,1,-1,-14,-2,-6,2,-0.4,1,0.99
Cc1nn(Cc2ccccc2)c(N)c1-c1ccccc1,-9,0,-5,-4,-7,3,-0.5,1,1.1
COc1ccc(C(=O)NC2CC3CCCC(C2)N3Cc2ccccc2)cc1 (centres undefined),9,10,-1,5,-9,2,4.4,0.9,0.91
Cc1[nH]c2ccccc2c1C(=O)COC(=O)C1CCC1,-2,-11,3,1,-4,2,0.4,1.1,1
O=C(NCc1ccccc1Cl)C1CCN(C(=O)c2ccco2)CC1,3,-7,1,-4,-2,0,nt,1.1,0.97
O=C(NCN1C(=O)C2C3C=CC(C3)C2C1=O)Nc1nccs1 (centres undefined),-3,1,-3,0,-3,-4,2.2,0.99,1
CCOC(=O)C1=C(C)NC(SCC(=O)Nc2nc(C)cs2)=C(C#N)C1c1cccs1 (centres undefined),24,15,-1,nt,-3,0,nt,0.85,0.76
COc1ccc(C(=O)C2CCCN(C(=O)c3cccc(N(C)C)c3)C2)cc1OC (centres undefined),-17,-2,-7,6,-7,6,-1.4,1,1.2
COc1ccc(CCNC(=O)CN(c2cc([N+](=O)[O-])ccc2OC)S(C)(=O)=O)cc1,-1,5,3,-3,-4,-2,1.9,0.95,1
O=C(c1csc2ccccc12)N1CCN(c2ccccn2)CC1,11,7,-3,2,-3,3,7.8,0.93,0.89
CCCCNC(=O)c1cc2nc3c(c(C(F)(F)F)n2n1)CCc1ccccc1-3,-8,-8,-4,1,-5,0,2.6,1.1,1.1
COc1ccc(COC(=O)Oc2ccc(CNC(C)=O)cc2OC)c([N+](=O)[O-])c1,-5,3,3,-1,7,-2,-0.5,0.97,1.1
COc1cc2nc(N(CCCN(C)C)C(=O)c3ccc(S(=O)(=O)N4CCc5ccccc5C4)cc3)sc2cc1OC,-12,6,-4,1,-8,-7,30,0.94,1.1
COc1cccc(-c2nc(N3CCCCC3C)c3ccccc3n2)c1O (centres undefined),15,10,-1,3,1,-1,-1.7,0.9,0.85
CC(C)(C)NC(=O)NCc1ccco1,4,-5,-1,1,-7,-3,2.2,1.1,0.96
CC(C)CC(NC(=O)C1CCC(C)CC1)C(=O)NCc1cccnc1 (centres undefined),-18,-17,-2,1,-2,-2,1.2,1.2,1.2
CC(C)(C)Nc1nc(OCC#N)nc(N2CCCCC2)n1,-4,5,-2,-1,-5,0,-0.1,0.95,1
COc1cc(/C=N/NC(=O)c2cc(-c3ccccc3)nc3ccccc23)ccc1O,9,0,1,6,4,1,0.1,1,0.91
Cn1nnc(NC(=O)C(c2ccccc2)c2ccccc2)n1,19,-6,-2,-1,-3,4,-2.3,1.1,0.81
Cc1[nH]c2c(C)cccc2c1CCNC(=O)C1CCCCC1C(=O)OCC(F)(F)F (centres undefined),6,-12,3,-1,-3,0,-2.7,1.1,0.94
CCOP(=O)(c1ccccc1)C1(C#N)CC1 (centres undefined),10,-7,-1,-5,-2,0,0.9,1.1,0.9
CCCn1cc(SCC(=O)NCC2CCCO2)c2ccccc21 (centres undefined),3,-4,-1,-2,-1,1,-1.2,1,0.97
COC(=O)C(Cc1ccccc1)NC(=O)C(CC(C)C)NC(=O)OC(C)(C)C (centres undefined),-4,-5,-3,2,-6,1,-2.5,1,1
CC(CNC(=O)c1ccccc1Cl)NC(=O)c1ccccc1Cl (centres undefined),-54,-1,1,1,-1,-3,0.9,1,1.5
O=C(Nc1ccccc1N1CCOCC1)c1cc(=O)[nH]c2ccccc12,-2,12,-2,-3,-8,-1,-0.9,0.88,1
COc1cc(OC)cc(-n2nc(C(=O)NCCCN3CCOCC3)c3ccccc3c2=O)c1,2,-7,-1,3,-4,-1,-0.3,1.1,0.98
COc1cccc(C2c3[nH]c4ccccc4c3CCN2Cc2ncc[nH]2)c1 (centres undefined),-4,-3,1,-2,0,-1,-3.4,1,1
CCOc1ccccc1OCC(=O)Nc1ccc(S(=O)(=O)Nc2nc(C)cc(C)n2)cc1,2,0,0,-3,0,0,-4.8,1,0.97
O=C(NCc1ccccn1)Nc1cccc(F)c1,13,8,0,2,-1,2,-0.3,0.92,0.87
COc1cc(C(=O)Nc2ccc3c(c2)N(C(=O)CN2CCN(C)CC2)c2ccccc2CC3)cc(OC)c1OC,-14,-14,-1,-2,8,-4,-0.6,1.1,1.1
O=P(c1ccccc1)(c1ccccc1)C(O)c1ccco1 (centres undefined),7,-4,-1,6,-5,-3,0.0,1,0.93
COc1ccc(/C(=C/Nc2cccc(Br)c2)C(C)=O)cc1OC,4,-6,-4,-4,-6,-3,-1.3,1.1,0.96
CCOC(=O)c1c(C)[nH]c(NC(=O)NNC(=O)c2ccccc2Cl)c1C,-10,10,-2,0,-5,0,-0.4,0.9,1.1
Cc1ccc(Nc2cc(C(=O)NCCCN3CCOCC3)c3ccccc3n2)c(C)c1,-4,-4,-1,-3,-1,-2,-0.1,1,1
COc1ccc(OC)c(-c2cc(C(=O)N3CCc4ccccc4C3)no2)c1,10,9,2,-1,-4,-6,0.5,0.91,0.9
CCOC(=O)N1CCN(CC(=O)n2c(C)c(C)c3ccccc32)CC1,-2,1,3,2,-2,-2,1.6,0.99,1
O=C(Nc1cccc(Cl)c1N1CCOCC1)c1cccnc1Cl,15,8,-2,3,-5,0,4.6,0.93,0.85
Cc1[nH]nc2c1C(c1cn[nH]c1-c1ccc(F)cc1)C(C#N)=C(N)O2 (centres undefined),-11,-4,-1,2,-4,-2,0.2,1,1.1
Cc1ccccc1C(=O)NCC(=O)NNC(=S)NC(=O)c1ccccc1,-46,12,-1,-1,43*,0,-0.6,0.88,1.5
O=C1CC(c2cccc(Br)c2)C2=C(CCCC2=O)N1 (centres undefined),13,1,2,2,2,-2,-5.4,0.99,0.87
COc1ccc(CNC(=O)C2CCN(S(=O)(=O)c3cccc4nonc34)CC2)cc1,1,0,0,-2,-4,0,-1.8,1,0.99
CN(C)CCNc1oc(COc2ccc(Cl)cc2)nc1C#N,3,0,-1,-3,-2,1,1.1,1,0.97

# Carrying on.
SMILES,hIAP inh,mIAP inh,A3A deaminase,NR3A LBD binder,APOBEC3G inh,beta cell repl,MPTP inh,mIAP activ,hIAP act
CCOc1ccc(CN2CCN(CCCn3cccn3)CC2CCO)cc1 (centres undefined),-7,-4,-1,1,-5,6,0.7,1,1.1
O=C(Cc1ccccc1[N+](=O)[O-])NCCSCc1c(F)cccc1Cl,3,6,-2,0,-4,-3,0.2,0.94,0.97
NNC(=O)CCN1CCN(C(c2ccccc2)c2ccccc2)CC1,-12,-2,4,-3,-1,-7,-0.2,1,1.1
COc1ccc(Cc2nnc(NC(=O)Nc3ccccc3F)s2)cc1OC,4,-3,-1,0,-1,-3,1.3,1,0.96
N#Cc1nc(-c2ccc(OCc3ccccc3)cc2)oc1N1CCC(C(N)=O)CC1,0,2,2,1,1,-1,1.9,0.98,1
Cc1cccc(N2CCN(CC(=O)NCc3ccc(Cl)cc3)CC2)c1C,-11,14,-3,-4,-4,-3,1.5,0.86,1.1
CN(C)S(=O)(=O)c1cccc(NC(=O)CN(CCO)CC(=O)Nc2cccc(S(=O)(=O)N(C)C)c2)c1,-48,-10,26,0,-1,-2,-1.2,1.1,1.5
O=C(c1ccc(Br)cc1)N1CCN(S(=O)(=O)c2ccccc2)CC1,-19,3,-5,-2,-13,-1,-3.2,0.97,1.2
CNS(=O)(=O)c1cccc(C(=O)OCC(=O)N2CCN(C(=O)c3ccco3)CC2)c1,4,-3,-1,-1,-7,-3,-0.1,1,0.96
COc1ccc(S(=O)(=O)N2CCCC2C(=O)NCC(=O)Nc2cccc(Cl)c2C)cc1 (centres undefined),-7,-6,-3,-2,-7,0,0.4,1.1,1.1
COc1cccc(-c2nn(-c3ccccc3)cc2/C=C(\C#N)C(=O)NCCCn2ccnc2)c1,3,4,4,-7,-7,-4,1.9,0.96,0.97
COc1ccc(-c2nnc(SCc3ccccc3F)o2)cc1,10,3,-1,-2,-4,-2,-0.7,0.97,0.9

# Grouped by structure, the entries above containing a thiophene ring, fused or not.
SMILES,hIAP inh,mIAP inh,A3A deaminase,NR3A LBD binder,APOBEC3G inh,beta cell repl,MPTP inh,mIAP activ,hIAP act
CN(Cc1cccs1)C(=O)CCc1c[nH]c2ccccc12,-15,-9,-2,-1,-4,-1,1.5,1.1,1.1
CCOC(=O)C1=C(C)NC(SCC(=O)Nc2nc(C)cs2)=C(C#N)C1c1cccs1 (centres undefined),24,15,-1,nt,-3,0,nt,0.85,0.76
O=C(c1csc2ccccc12)N1CCN(c2ccccn2)CC1,11,7,-3,2,-3,3,7.8,0.93,0.89

# Compound activity deposited in PubChem BioAssay by Sanford-Burnham Center for Chemical Genomics.
